# Source: PubChem
# NPC1 promoter act: activators of NPC1 promoter; Huh7 NPC1 promoter luciferase reporter, 24 h; Potency, µM (series often up to 9.22 µM), inactives show at the top dose activation, hits mostly activators; 320,000 compounds, 2.4% hits; AID 485313;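 note: potency is the fitted concentration of half-maximal effect; % of control where 0% means no effect; nearly all actives have a fitted effect of over 60% in size; reporter is driven by a mutant NPC1 promoter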
#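 Compounds in DMSO were transferred onto Huh7 NPC1-luciferase reporter cells pre-incubated 2 h; after 24 h at 37 °C, Amplite reagent was dispensed and luminescence recorded 10 min later.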
# FLuc modulator: counter-screen for miR-21 project: firefly luciferase inhibitors or activators. P08659. purified FLuc, Km substrates, luminescence inhibition. Potency, µM (doses to about 57.5 µM), inactives show at the top dose activity change, negative = inhibition, hits mostly inhibitors. 360,000 compounds, 6.9% hits;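 note: potency is the fitted concentration of half-maximal effect; plate controls were vehicle for no effect and reference inhibitor for full effect; nearly all actives have a fitted effect of over 55% in size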
# Target sequence (P08659 whole entry, looked up): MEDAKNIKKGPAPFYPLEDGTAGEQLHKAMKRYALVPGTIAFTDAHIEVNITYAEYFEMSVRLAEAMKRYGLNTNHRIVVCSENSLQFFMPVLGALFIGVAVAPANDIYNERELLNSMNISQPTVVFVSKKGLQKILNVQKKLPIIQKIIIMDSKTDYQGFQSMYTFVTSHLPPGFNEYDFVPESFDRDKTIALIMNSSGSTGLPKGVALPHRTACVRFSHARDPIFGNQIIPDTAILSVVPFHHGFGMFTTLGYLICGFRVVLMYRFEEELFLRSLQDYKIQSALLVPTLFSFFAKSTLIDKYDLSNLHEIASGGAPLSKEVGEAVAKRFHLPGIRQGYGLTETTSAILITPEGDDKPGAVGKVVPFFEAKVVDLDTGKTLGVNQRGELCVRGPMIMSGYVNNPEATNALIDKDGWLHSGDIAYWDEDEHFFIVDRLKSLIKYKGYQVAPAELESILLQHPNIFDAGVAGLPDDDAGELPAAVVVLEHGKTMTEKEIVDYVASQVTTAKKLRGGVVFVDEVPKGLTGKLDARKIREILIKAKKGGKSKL
#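 Purified P. pyralis luciferase, 10 nM final, with Km-level 10 uM D-luciferin and 10 uM ATP in 50 mM Tris acetate pH 7.5, 10 mM Mg acetate, 0.01% Tween-20, 0.05% BSA; 6-point qHTS titration about 60 µM downward; luminescence read.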
# Menin-MLL TR inh: inhibitors of human menin-MLL interaction, mutant MLL peptide; O00255; Menin + Texas Red MLL mutant peptide, fluorescence polarization; Potency, µM (titrated, usually from 61.6 µM), for inactives: at the highest dose FP activity change, negative = inhibition, usual class: inhibitors; 270,000 compounds, 0.23% hits; active = well fitted inhibition curve with a large enough effect in the polarisation, with a control signal flat, not every such curve was filed as active; inconclusive = small, poorly fitted or top-dose-only effect, or effect the other way, or a change in a side signal; inactive = no such curve, though single readings can be large or run the other way; the % refers to the polarisation; note: potency is the fitted concentration of half-maximal effect; % of control where 0% means no effect; many of its hits are not listed in these tables
# Target sequence (O00255 whole entry, looked up): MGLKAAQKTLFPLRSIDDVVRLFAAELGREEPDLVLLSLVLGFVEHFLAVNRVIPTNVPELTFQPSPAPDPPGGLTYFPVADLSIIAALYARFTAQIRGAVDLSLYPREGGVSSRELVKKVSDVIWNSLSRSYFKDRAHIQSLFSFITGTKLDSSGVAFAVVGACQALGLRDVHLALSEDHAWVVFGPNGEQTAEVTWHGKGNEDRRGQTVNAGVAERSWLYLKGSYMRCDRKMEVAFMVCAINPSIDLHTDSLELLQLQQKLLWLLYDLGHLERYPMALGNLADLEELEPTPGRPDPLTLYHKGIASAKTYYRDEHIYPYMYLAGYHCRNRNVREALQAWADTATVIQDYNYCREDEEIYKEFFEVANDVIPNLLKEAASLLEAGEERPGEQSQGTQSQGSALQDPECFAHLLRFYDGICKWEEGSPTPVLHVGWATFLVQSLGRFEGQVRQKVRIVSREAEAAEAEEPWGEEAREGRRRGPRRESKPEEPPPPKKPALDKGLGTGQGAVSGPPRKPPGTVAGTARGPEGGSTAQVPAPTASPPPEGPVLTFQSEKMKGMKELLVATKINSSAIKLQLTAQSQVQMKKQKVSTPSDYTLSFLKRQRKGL
# Rab9 prom act: activates the Rab9 promoter | Potency, µM (titrated, usually from 9.22 µM), for inactives: top-dose activation, negative = inhibition, most hits filed as activators | Huh7 Rab9 promoter-luciferase reporter, luminescence, 24 h | AID 485297 | 320,000 compounds, 2.8% hits; note: potency is the fitted concentration of half-maximal effect; % of control where 0% means no effect; nearly all actives have a fitted effect of over 60% in size
#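 Cell-based reporter: Huh7 stable for Rab9 promoter-driven luciferase, plated in reduced-serum medium with 10% FBS at 1500 cells/well, compound-treated 24 h at 37 °C, luminescence read after 10 min reagent.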
# ELG1 repair inh: blocks ELG1-dependent DNA repair in HEK293T cells | HEK293T ELG1-luciferase reporter, luminescence, 16 h; DNA damage induced by 5-fluorouridine | Potency, µM (highest dose often 46.1 µM), for inactives: at the highest dose activity change, negative = inhibition, actives largely listed as inhibitors | 330,000 compounds, 2.3% hits | AID 504467; note: potency is the fitted concentration of half-maximal effect; % is set by controls: 0 for no effect and ±100 for the full control effect; nearly all actives have a fitted effect of over 55% in size
#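 5-Fluorouridine DNA damage + compound/DMSO, 2,000 cells/well, 16 h, 37 °C/5% CO2. ONE-Glo, 30 min RT, luminescence. Readout = decrease in reporter signal.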
# RORgamma inh: ROR gamma (mouse) transcription inhibition. P51450. Drosophila S2 Gal4-RORgamma UAS-luciferase reporter, 20 h. Potency, µM (doses to about 53.6 µM), for the others: at the highest dose activity change, negative = inhibition, hits mostly inhibitors. 310,000 compounds, 5.4% hits. AID 2551; note: potency is the fitted concentration of half-maximal effect; % is set by controls: 0 for no effect and ±100 for the full control effect; nearly all actives have a fitted effect of over 60% in size
#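 Stably transfected Drosophila Schneider cells are the test system, with ROR gamma fused to Gal4 and luciferase under UAS control; luminescence is read after 20 hr of 700 uM copper sulfate induction at ambient temperature.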
# KCNH2 3.1 inh: inhibitors of human KCNH2 3.1 potassium channel isoform; U2OS KCNH2 3.1, thallium flux FluxOr; active compounds read low; activity change, % (tested at about 1.8 µM); 340,000 compounds, 0.95% hits;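 active = maximum activity change below -70%; inconclusive = maximum activity change from -70% to -50%; inactive = maximum activity change above -50%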;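 note: thallium influx rate constant from kinetic fluorescence after stimulation buffer; % is set by controls: 0 for no effect and ±100 for the full control effect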
#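 Channel expression came from 3.1 mutant virus (1.77 x 10^8 /mL) applied to suspended U2OS cells for 4 h. Flux was tracked with FluxOr dye plus Red40 quencher, and kinetic rate constants normalized to controls.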
# Mito fusion act: blocks mitochondrial division or promotes mitochondrial fusion | S. cerevisiae fusion-defective mutant growth rescue, CellTiterGlo 48 h | Potency, µM (highest dose often 46.1 µM), for the others: top-dose growth rescue (activation), actives largely listed as activators | 320,000 compounds, 0.23% hits | AID 485298;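 note: potency is the fitted concentration of half-maximal effect; % of control where 0% means no effect; nearly all actives have a fitted effect of over 45% in size; temperature-sensitive fusion mutants such as fzo1-1 at 37 °C on non-fermentable ethanol glycerol medium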
#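 Temperature-sensitive fusion-defective S. cerevisiae (e.g. fzo1-1, mgm1-5) were grown with compound in YPEG medium (3% ethanol, 3% glycerol) for 48 hours at 37C. Growth rescue was measured as viability by CellTiterGlo luminescence after 10 minutes at ambient.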
# PKM2 act: increases activity of human pyruvate kinase M2. P14618. purified PKM2, Kinase-Glo ATP luminescence, activation; response scale: 0% is enzyme alone, no compound. Potency, µM (titrated, usually from 57.5 µM), for inactives: at the highest dose activation, hits mostly activators. 260,000 compounds, 0.34% hits. AID 1631; note: potency is the fitted concentration of half-maximal effect; % is set by controls: 0 for no effect and ±100 for the full control effect; nearly all actives have a fitted effect of over 55% in size
#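 hPK-M2, >95% pure; 0.1 mM ADP / 0.5 mM PEP final; imidazole pH7.2 buffer w/ 7 mM MgCl2, 50 mM KCl; 1 h RT; Kinase-Glo lum. Intermediate enzyme activity for dual inhibitor/activator qHTS.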
# VP16 counter: Gal4-VP16 reporter inhibition counter-screen | Drosophila S2 Gal4-VP16 UAS-luciferase, luminescence, 20 h | Potency, µM (doses to about 53.6 µM), without a hit: at the top dose activity, negative = inhibition, hits mostly inhibitors | 310,000 compounds, 3.5% hits | AID 2546;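 note: Gal4-VP16 expression switched on by copper sulfate through the metallothionein promoter; potency is the fitted concentration of half-maximal effect; % is set by controls: 0 for no effect and ±100 for the full control effect; nearly all actives have a fitted effect of over 50% in size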
# MBNL1 CUG block: inhibitors of human MBNL1 binding to CUG repeat RNA; Q9NR56; TR-FRET MBNL1-His/biotin-(CUG)12 binding, 665/545 ratio; Potency, µM (titrated, usually from 57.5 µM), inactives show top-dose activity change, negative = inhibition, usual class: inhibitors; 280,000 compounds, 0.036% hits; AID 2675; active = well fitted inhibition curve with a large enough effect in the signal ratio, with a control signal flat, not every such curve was filed as active; inconclusive = small, poorly fitted or top-dose-only effect, or effect the other way, or a change in a side signal; inactive = no such curve, though single readings can be large or run the other way; the % refers to the signal ratio; note: potency is the fitted concentration of half-maximal effect; % is set by controls: 0 for no effect and ±100 for the full control effect
#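 MBNL1-His + Biotin-(CUG)12, cpd titration 92 nM–58 uM; Tb anti-His Ab 0.055 ng/ul, SA-XL665 5 nM (final); 60 min RT; ratiometric 665/545 nm, Ex 340 nm; normalized to buffer and full-complex controls.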
# * marks the source's active call; other numbers are inactive results; u = inconclusive; x = not tested or not shown; & = joins results of further samples; [ ] = remark or other dose. Unless noted, calls come from the whole dose curve; as a rule, active = well fitted curve in the direction sought with a large enough effect; inconclusive = small, poorly fitted or top-dose-only effect, or another doubt; inactive = no such curve, though single readings can be large; an effect the other way counts as inactive or inconclusive.
SMILES,NPC1 promoter act,FLuc modulator,Menin-MLL TR inh,Rab9 prom act,ELG1 repair inh,RORgamma inh,KCNH2 3.1 inh,Mito fusion act,PKM2 act,VP16 counter,MBNL1 CUG block
COC(=O)CNC(=O)CSc1nnc2cc(C)c3ccccc3n12,0.4%,-1.2%,-11.4%,5.2%,1.3%,12.5%,-7.8,-10.6%,7.0%,-5.4%,-6.8%
CCN(CC)CCCn1c2c(c(SCC(=O)Nc3ccc(F)c(F)c3)nc1=O)CCC2,-4.9%,4.6%,x,-5.8%,12.2%,x,1.1,-3.5%,x,x,x
CC1CC(C)(C)NC(=S)N1CC(=O)NCc1ccc(F)cc1 (stereo unspecified),-3.0%,1.2%,5.7%,2.2%,1.1%,-13.4%,13.0,2.0%,x,-18.2%,-2.0%
CN1CCN(Cc2ccc(OCc3ccccc3)cc2)CC1,u,13.5µM*,-1.0%,u,u,-3.0%,x,-7.6%,-1.3%,-10.6%,-4.1%
COc1cc2[nH]c(=S)n(CCCN3CCOCC3)c(=O)c2cc1OC,-0.5%,0.9%,-29.0%,0.1%,10.4%,u,8.0,-0.5%,5.2%,-8.8%,1.8%
COc1cccc(OCC(=O)Nc2ccccc2-c2ccccc2)c1,-2.9%,5.7%,9.3%,-0.5%,u,28.6%,-2.9,u,2.3%,5.1%,12.4%
Cc1ccc(N2NC(=O)/C(=C/C=C/c3ccco3)C2=O)cc1C,3.4%,u,u,-5.5%,15.3%,-15.4%,8.1,6.0%,-1.3%,1.3%[10 µM],-1.3%
O=c1sc(Nc2ccccc2)nc2ccccc12,-2.2%,-1.3%,4.3%,-3.4%,-7.2%,-10.5%,3.4,-3.6%,-0.3%,-5.6%,-6.0%
COc1ccccc1N1CCN(Cc2cccc(OC)c2OC)CC1,-1.2%,-0.1%,-8.1%,-0.1%,-1.7%,-20.1%,x,-2.5%,0.1%,3.3%,-18.7%
Cc1ccc(CCCOC(=O)C[N+]2(C)CCCCC2)cc1,-2.7%,1.5%,-16.6%,-1.9%,-3.7%,-2.3%,-10.6,-13.0%,-4.6%,1.7%,-1.5%
O=C(O)CCS(=O)(=O)c1ccccc1Cl,-15.1%,1.7%,0.4%,1.2%,-3.2%,5.2%,-0.6,-1.3%,3.2%,5.9%,0.2%
CCN1CCCC1CN(Cc1cc2ccc(C)cc2[nH]c1=O)C(=S)Nc1ccc(OC)cc1 (stereo unspecified),-0.4%,0.3%,1.4%,10.8%,u,-7.1%,-47.6,1.7%,-13.5%,6.2%,1.8%
Cc1cc(C)c(NC(=O)COC(=O)C2CCC2)c(Cl)c1,-0.3%,0.8%,x,16.1%,1.3%,-2.9%,10.2,-0.6%,-15.4%,-0.7%,3.5%
COCCN(C(=O)c1ccc(N2C(=O)c3ccccc3C2=O)cc1)c1c(N)n(CC(C)C)c(=O)[nH]c1=O,-7.2%,0.5%,x,-0.6%,1.8%,x,22.8,-4.5%,x,x,x
O=C(c1cc(-c2ccc(Cl)cc2)n(-c2ccc(Cl)c(Cl)c2)n1)N1CCOCC1,-0.7%,8.6%,u,-6.2%,u,2.24µM*,-13.7,17.2%,-1.2%,u,0.5%
Cc1ccc(CNC(=O)CC(C)S(=O)(=O)c2cc3c(cc2C)NC(=O)CO3)cc1 (stereo unspecified),-1.8%,-1.4%&-0.6%,24.8%,2.2%,u,-18.8%,5.8,-0.9%,21.2%,1.6%,5.3%
O=C(Nc1ccc(Cl)cn1)c1ccc2[nH]c(=O)c(=O)[nH]c2c1,-4.0%,-5.1%,3.3%,2.8%,11.6%,-4.3%,4.6,2.3%,x,-2.8%,7.7%
CCOc1ncccc1C(=O)NNC(=O)c1ccccc1-n1cccc1,-2.2%,5.9%,x,14.3%,0.6%,u,2.0,-3.0%,-2.4%,u,-6.7%
COc1ccc(CCNC(=O)c2cc(COc3c(C)cccc3C)on2)c(OC)c1,19.4%,u,u,29.7%,u,6.5%,-6.2,-1.1%,1.3%,12.7%,-3.8%
COc1ccc(C)cc1C(=O)CCC(=O)NCCc1ccc(S(N)(=O)=O)cc1,-4.7%,0.0%,-5.6%,-1.0%,19.5%,9.1%,6.0,2.4%,x,-12.9%,-1.1%
CC(OC(=O)c1cc(=O)c2ccccc2o1)C(=O)c1ccccc1 (stereo unspecified),0.2%,1.8%,x,-3.1%,u,x,-10.7,-2.8%,x,x,x
Cn1c(=O)c(C(=O)CCl)c(N)n(Cc2ccccc2)c1=O,-9.8%,1.1%,2.6%,-20.7%,u,1.5%,-7.5,-2.5%,4.4%,u,-16.2%
Cn1c(SCC(=O)Nc2cccc(C(=O)O)c2)nnc1-c1cc2cc(Br)ccc2o1,7.4%,2.69µM*,8.6%,-1.5%,23.8%,-7.5%,-25.9,2.3%,11.3%,-3.4%,28.4%
COc1ccc(CNC(=O)c2ccc(SC)cc2OC)cc1,-0.3%,-3.3%,-2.5%,2.5%,-0.6%,34.4%,-19.8,12.8%,10.7%,-0.3%,u
O=P(c1ccccc1)(c1ccccc1)c1nc(-c2ccccc2)oc1NCc1ccccc1,-9.6%,-9.3%,-13.9%,2.0%,u,-8.2%,-17.5,-1.3%,-10.3%,-1.5%,-0.5%
COc1ccc(N2CCN(C(=O)COc3ccc(Cl)cc3Cl)CC2)cc1,4.0%,-3.4%,17.9%,0.9%,u,2.8%,11.8,-0.7%,-7.3%,10.2%,7.3%
Cc1cccc(CCNS(=O)(=O)c2ccc3c(c2)n(C)c(=O)c(=O)n3C)c1,2.4%,0.1%,1.7%,0.0%,-5.7%,u,24.9,0.3%,-2.2%,-4.8%,0.5%
O=C1CC(NS(=O)(=O)c2ccc([N+](=O)[O-])cc2)CN1c1cccc(F)c1 (stereo unspecified),-3.2%,-1.1%,x,-13.5%,7.8%,x,-2.3,2.6%,x,x,x
CCCNC(=O)Nc1cccc(NC(C)=O)c1,-3.9%,-0.2%,x,-6.2%,u,0.4%,3.7,3.3%,-0.8%,-7.6%,1.7%
Cc1ccc(S(=O)(=O)N2CCN(C(=O)CCn3cncn3)CC2)cc1,1.8%,-1.5%,-5.0%,1.5%,2.8%,15.3%,-18.6,-0.5%,11.4%,-26.2%,-9.6%
COc1cccc(NC(=O)COC(=O)c2cc(S(=O)(=O)N3CCOCC3)ccc2C)c1,-0.3%,-0.9%,11.6%,-3.0%,16.4µM*,21.0%,-4.9,-1.5%,-12.6%,-12.7%,-7.1%
O=C(COC(=O)CN1C(=O)c2ccccc2C1=O)NC1CCCC1,-3.1%,1.0%,1.1%,-1.1%,12.7%,1.8%,-14.2,7.9%,-0.3%,-6.3%,13.3%
Cc1nnc(SCC(=O)NCC2CCCCC2)n(N)c1=O,0.4%,0.9%,-14.7%,5.3%,-1.1%,7.3%,-2.1,1.3%,0.9%,-2.9%,4.0%
Cc1ccc(OCCC(=O)OCC(=O)NC(=O)NCc2ccccc2)cc1,-0.9%,-1.7%,x,-1.4%,2.1%,x,3.7,-1.1%,x,x,x
Cc1cc(NC(=O)COC(=O)c2ccco2)no1,-5.2%,-0.1%,-0.9%,-5.4%,3.2%,21.1%,12.1,2.6%,-1.2%,-0.3%[10 µM],-7.0%
NC(N)=NS(=O)(=O)c1ccc(N)cc1,-0.9%,-2.1%,0.4%,-6.4%,5.5%,-17.6%,-0.2,-1.9%,-1.3%,4.9%,-10.5%
COc1ccccc1OCc1ccc(C(=O)NCC(C)C)o1,-3.1%,-1.4%,-4.9%,-12.0%,-4.3%,35.1%,-7.3,10.7%,-16.8%,-3.7%,-1.5%
O=C(c1cc2c(s1)CCCC2)N1CCN(Cc2ccc3c(c2)OCO3)CC1,-2.9%,1.0%,-13.9%,0.8%,u,43.6%,3.9,11.6%,0.6%,2.6%,0.6%
O=C(OCCc1cc2ccccc2c(=O)o1)c1cccc(Br)c1,6.6%,-7.7%,x,2.4%,10.6%,x,-0.8,u,x,x,x
CCOc1c(Cl)cc(/C=N/O)cc1OC,-0.6%,-0.5%,x,-8.1%,12.5%,-16.7%,-4.5,0.2%,-3.9%,4.4%,-4.8%
Cc1cc(OCc2nn[nH]n2)c2c(-c3ccccc3)cc(=O)oc2c1,-2.6%,0.8%,-8.0%[11.7 µM],7.4%,12.4%,5.6%,-6.2,3.2%,0.4%,-7.2%,u
O=C(O)CCCC(=O)NNC(=O)c1cccc(Br)c1,-3.5%,4.3%,11.8%,-3.6%,1.1%,4.8%,-97.5*,-0.8%,2.4%,-17.6%,-4.5%

# Not all compounds are listed, so the mix of outcomes need not match the whole.
